High-throughput results: PubChem, several laboratories
AHR act – AHR activators, primary screen, cell-based, luminescence, luciferase reporter, human; AHR-responsive luciferase reporter cells; 320,000 compounds, 2.5% hits; AID 2796, 2010; Aryl hydrocarbon receptor (Homo sapiens), P35869; activation, % at 5 µM; in the data active means activation above about 47%;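 further: 0% = vehicle wells and 100% = reference agonist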
proCasp3 act – activators of human procaspase-3 D3A mutant, primary screen, biochemical, absorbance, PC-3 D3A mutant, single concentration; 330,000 compounds, 0.11% hits; activation, % at 8.5 µM; AID 463141, 2010; Caspase-3 (Homo sapiens), P42574; recombinant procaspase-3 D3A, Ac-DEVD-pNA absorbance 405 nm;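 active means activation above the mean of all tested compounds plus 3 SD, cut at about 21% in these data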;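 further: 0% = DMSO alone and 100% = DMSO wells spiked with extra 5 µM PC-3 D3A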
Target sequence (P42574 whole entry D9A/D28A/D175A): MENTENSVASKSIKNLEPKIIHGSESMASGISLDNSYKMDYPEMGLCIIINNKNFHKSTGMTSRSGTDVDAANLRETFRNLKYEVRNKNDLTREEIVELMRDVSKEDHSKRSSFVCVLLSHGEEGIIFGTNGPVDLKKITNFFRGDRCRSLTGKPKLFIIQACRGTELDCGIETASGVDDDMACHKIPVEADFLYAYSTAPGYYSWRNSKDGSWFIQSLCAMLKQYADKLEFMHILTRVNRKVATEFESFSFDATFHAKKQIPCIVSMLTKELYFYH
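Assay system: Autoprocessing-dead procaspase-3 D3A mutant enzyme; also added: Ac-DEVD-pNA; doses: one concentration, 8.5 µM nominal, 0.8% DMSO; times: 1 h compound preincubation, 2 h substrate hydrolysis at 25 °C; technique: 405 nm absorbance of p-nitroaniline, reads at 0 and 120 min; measure: % activation between DMSO and enzyme-spiked controls; repeats: single replicate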
MEP2 TOR yeast – modulators of MEP2-GFP levels in yeast, primary screen, S. cerevisiae, multiplex flow cytometry, MLPCN library. S. cerevisiae MEP2-GFP strain, 3 h; 100% = DMSO control level. GFP response vs DMSO, % at 10 µM. 330,000 compounds, 0.51% hits;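 active means GFP response versus DMSO above a set limit, roughly screen mean plus 3 SD, cut at about 180% in these data; inconclusive means fewer than 70 cells counted for a yeast strain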;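 further: median GFP fluorescence of the barcode-gated MEP2-GFP cells per well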
proCasp7 act – procaspase-7 activators, primary screen, counter-screen for procaspase-3 activator project, biochemical, absorbance, HTS, human; AID 463210, 2010; Caspase-7 (Homo sapiens), P55210; activation, % at 8.5 µM; 330,000 compounds, 0.093% hits; recombinant procaspase-7, Ac-DEVD-pNA absorbance 405 nm; D23A/D198A/D206A triple mutant, cannot self-cleave; scale: DMSO 0, 5 µM enzyme 100;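 active means percent activation above the screen-wide mean plus 3 SD, cut at about 25% in these data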
Target sequence (P55210 whole entry D23A/D198A/D206A): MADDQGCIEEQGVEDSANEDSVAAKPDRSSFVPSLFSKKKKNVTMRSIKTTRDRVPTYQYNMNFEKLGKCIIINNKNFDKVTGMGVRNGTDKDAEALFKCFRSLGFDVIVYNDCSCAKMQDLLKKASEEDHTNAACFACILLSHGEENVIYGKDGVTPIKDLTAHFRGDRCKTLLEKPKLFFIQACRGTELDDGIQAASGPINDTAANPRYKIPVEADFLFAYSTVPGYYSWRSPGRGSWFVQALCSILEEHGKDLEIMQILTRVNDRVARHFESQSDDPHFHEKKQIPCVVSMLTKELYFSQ
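Replicates: singlicate. Assay system: Procaspase-7 triple mutant (PC-7 D3A). Signal: 405 nm absorbance of p-nitroaniline. Times: 1 h preincubation, 2 h reaction. Buffer or medium: Zinc-free HEPES pH 7.4 with 300 mM NaCl, 0.01% Triton X-100. Also added: DEVD-pNA substrate. Benchmarks: DMSO wells as 0%, DMSO with 5 µM added PC-7 as 100%.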
RPL19A-GFP yeast – RPL19A-GFP expression modulators in yeast, primary screen, cell-based, S. cerevisiae, multiplex flow cytometry, MLPCN; S. cerevisiae RPL19A-GFP strain, 3 h; stronger effect = lower value; percent response vs DMSO, % at 10 µM; 330,000 compounds, 0.3% hits;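 active means percent response vs DMSO below 50%; inconclusive means fewer than 70 events counted for the yeast strain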;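 further: median channel GFP fluorescence of the barcoded RPL19A-GFP strain; ratio of sample median GFP to plate DMSO average so 100% = DMSO; lower means less RPL19A-GFP as with rapamycin TOR inhibition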
Yeast superoxide – reduction of superoxide in aged yeast, primary screen, HTS | AID 2690, 2010 | 330,000 compounds, 0.18% hits | superoxide response (% of plate mean), % at 10 µM | S. cerevisiae aged cells, superoxide DHE fluorescence; stronger effect = lower value;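 active means superoxide response under a set limit, about three screen SD below normal, cut at about 65% in these data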;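 further: yeast aged for seven days with compound at 30 °C before DHE staining; 100% = average MFI of all compound-treated wells on the plate with controls excluded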
JMJD2C inh – inhibitors of GASC-1 histone demethylase, primary screen, biochemical, fluorescence, DELFIA europium; GST-JMJD2C(1-420) H3K9me3 demethylation; Lysine-specific demethylase 4C (Homo sapiens), Q9H3R0; inhibition, % at 2.35 µM; 330,000 compounds, 0.069% hits;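 active means more than half of a compound's replicate wells show inhibition beyond 50%, single wells judged on their own value; inconclusive means some, but no more than half, of replicates pass 50% inhibition; inactive means no replicate passes 50% inhibition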;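 further: signal counts dimethyl H3K9 product captured on neutravidin plate; 0% = median of DMSO wells and 100% = 0.3 times that DMSO median; strong numbers were not always called active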
Target sequence (Q9H3R0 1-420 limits assumed): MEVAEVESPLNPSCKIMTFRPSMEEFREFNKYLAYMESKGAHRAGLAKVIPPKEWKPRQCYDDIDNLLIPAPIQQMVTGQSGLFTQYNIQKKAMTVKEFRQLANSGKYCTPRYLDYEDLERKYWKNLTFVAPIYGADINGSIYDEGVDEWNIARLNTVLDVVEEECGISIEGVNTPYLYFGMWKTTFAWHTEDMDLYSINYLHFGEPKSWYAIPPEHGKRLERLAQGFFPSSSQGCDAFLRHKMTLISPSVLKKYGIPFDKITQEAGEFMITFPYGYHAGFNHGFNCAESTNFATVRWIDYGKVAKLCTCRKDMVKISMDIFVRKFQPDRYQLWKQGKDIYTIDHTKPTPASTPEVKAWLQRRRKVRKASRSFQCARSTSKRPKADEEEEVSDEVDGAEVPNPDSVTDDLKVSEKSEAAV
LAP4-GFP MLPCN – modulators of LAP4-GFP expression in yeast, primary screen, S. cerevisiae, multiplex flow cytometry, MLPCN library; 3 h; median GFP as percent of DMSO wells; GFP response vs DMSO, % at 10 µM; 320,000 compounds, 0.34% hits; AID 2023, 2009;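 active means GFP response vs DMSO above a set limit, about the screen mean plus 3 SD, cut at about 150% in these data; inconclusive means under 70 cell events counted for the yeast strain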
* hit, by the source's call; ? = inconclusive; · = not tested or not shown; & = joins results of further samples; [ ] = another dose, or the depositor's remark.

SMILES	AHR act	proCasp3 act	MEP2 TOR yeast	proCasp7 act	RPL19A-GFP yeast	Yeast superoxide	JMJD2C inh	LAP4-GFP MLPCN
N#CCC(=O)NN=C1CCCCCCCCCCC1	1	-3	101	-9	94	106	-1	93
O=C(NCc1ccc(Cl)cc1)C1CCN(S(=O)(=O)c2cccs2)CC1	1	9	102	6	102	98	5	99
O=C(Nc1ccccc1)C1CCCN(C(=O)c2ccc(Cl)cc2)C1 (stereo not drawn)	-2	2	105	-10	106	96	4	93
O=C(NCc1ccccc1F)c1cccc(S(=O)(=O)N2CCCCCC2)c1	2	1	85	-5	90	147	-4	84
COc1ccc(CN2CCCC(CO)(Cc3ccc(F)cc3)C2)c(OC)c1OC (stereo not drawn)	-1	9	90	0	93	107	-1	77
COc1cccc(/C=C/C(=O)OCC(=O)NC2CC2)c1	3	9	102	-4	104	96	-1	103
COc1cccc(Nc2nc3ccccc3c(=O)[nH]2)c1	10	0	93	8	95	97	2	118
CN1CCN(c2nc3c(c(=O)[nH]c(=O)n3C)n2CCSc2nnnn2-c2ccccc2)CC1	2	7	95	9	97	123	1	105
CC(C)C(=O)N(Cc1cc2ccccc2[nH]c1=O)C(C)C	1	2	100	-1	100	95	5	100
Cc1ccc(S(=O)(=O)Nc2cc3c(cc2C#N)OCO3)cc1C(N)=O	3	-1	98	-1	98	105	0	101
CCOC(=O)C(NC(=O)NCc1ccccc1OC)(OCC)C(F)(F)F (stereo not drawn)	1	-4	105	7	102	99	0	101
CC(C)(C)c1ccc(C(=O)Nc2cccnc2)cc1	19	-3	107	8	105	106	4	97
COc1cccc(CNC(=O)c2cc(COc3c(F)cccc3F)on2)c1	3	7	90	5	94	94	2	108
CC(C)c1ccc(S(=O)(=O)c2nnn3c2nc(N2CCCCC2)c2ccccc23)cc1	1	1	·	13	·	116	-1	·
COc1ccc(OCCCC(=O)OCC(=O)Nc2nnc(-c3ccccc3)o2)cc1	3	9	104	-1	112	104	-14	116
Cc1cccc(C)c1NC(=O)CSc1nnc(Cn2nnc(-c3ccccc3)n2)n1-c1ccccc1	0	4	98	-7	97	98	-16&0	93
CC1CC(C)(C)NC(=S)N1CCC(=O)N1CCN(Cc2ccccc2)CC1 (stereo not drawn)	0	-2	104	1	97	101	-4	99
O=C(Cc1c(O)c2ccccc2[nH]c1=O)N(Cc1ccccc1)Cc1ccccc1	9	2	102	-15	100	90	4	101
Cc1cc(C)c(CN2CCN(Cc3ccc(C)o3)C(CCO)C2)c(-n2cccn2)c1 (stereo not drawn)	0	-5	100	4	100	104	-11	102
O=c1c2ccccc2nnn1CSc1nnc(-c2ccco2)o1	3	-2	?	3	?	92	-54	?
O=C(c1sccc1-c1ccccc1)N1CCN(S(=O)(=O)c2ccccc2F)CC1	-1	2	100	5	101	77	-1	101
CCOC(=O)c1c2n(c3ccc(O)cc13)CCC2	39	-2	93	-3	96	97	0&1	98
CCc1ccc(C2CC(=O)Nc3c2c(=O)nc2c(C)cccn32)cc1 (stereo not drawn)	0	3	117	15	105	91	0	113
S=c1[nH]c2ccc(Cc3ccc4[nH]c(=S)[nH]c4c3)cc2[nH]1	14	-15	102	-27	100	104	8	95
COc1cc(-n2c(=O)c3ccccc3n(Cc3cccc(F)c3)c2=O)cc(OC)c1OC	-1	-4	106	4	102	104	0	107
COc1cc(C(=O)NCc2ccc3c(c2)OCO3)ccc1OCc1c(C)noc1C	-1	-2	105	-10	102	109	-18	102
O=C(OCC(=O)N1CCCC1=O)c1nc(Cl)ccc1Cl	2	7	96	0	93	106	1	99
Cc1ccccc1NC(=S)N/N=C/c1ccc(O)cc1O	16	-14	?	-11	90	100	3	90
CC(=O)c1cccc(NC(=O)C(CC(C)C)NC(=O)C2CCCCC2)c1 (stereo not drawn)	3	0	99	5	98	109	5	106
CCOC(=O)C1=C(C)N(CC(C)C)C(=O)C1	1	12	99	4	99	100	4	102
COC(=O)c1cccc(C23CC4(C2)[C@H](CN(Cc2cccnc2)[C@@H]4c2ccccc2)C3c2ccccc2)c1 (stereo partly drawn)	-1	0	94	-16	97	93	0	98
Nc1c(C(=O)Nc2ccccc2)sc2nc(-c3cccnc3)ccc12	20	-10	142	-11	106	113	14	129
CCN(CC)c1nc2ccccc2c(N)c1-c1ccccc1	55*	-3	120	-11	82	87	1	96
CC(=O)c1c(C)[nH]c(C(=O)CSc2nnc3ccccn23)c1C	12	-1	101	4	104	90	13	86
COc1cccc(S(=O)(=O)Nc2cccc(C(=O)N3CCCC3)c2)c1	·	·	104	·	108	93	5	85
O=C(CN(Cc1ccco1)C(=O)CNS(=O)(=O)c1ccc(F)cc1)NCc1ccc(F)cc1	5	-3	100	1	103	105	-5&0	101
COc1cccc(NC(=O)CSc2nnc3cc(C)nc(N)n23)c1	4	-1	110	-6	111	95	7	108
Cc1scc(-c2n[nH]c(=S)n2Cc2ccccc2)c1C	10	-27	121	-25	107	112	21	104
O=C(Cn1c(C(F)(F)F)nc2ccccc21)c1ccccc1	-2	5	104	0	100	112	-3	112
CCC(=O)c1ccc(O)c(OC)c1	0	7	108	-7	100	116	-1	108

No new results follow: an excerpt of the list.
SMILES	AHR act	proCasp3 act	MEP2 TOR yeast	proCasp7 act	RPL19A-GFP yeast	Yeast superoxide	JMJD2C inh	LAP4-GFP MLPCN
COc1cccc(NC(=O)CSc2nnc3cc(C)nc(N)n23)c1	4	-1	110	-6	111	95	7	108
Cc1scc(-c2n[nH]c(=S)n2Cc2ccccc2)c1C	10	-27	121	-25	107	112	21	104
O=C(Cn1c(C(F)(F)F)nc2ccccc21)c1ccccc1	-2	5	104	0	100	112	-3	112
CCC(=O)c1ccc(O)c(OC)c1	0	7	108	-7	100	116	-1	108

Next section.
SMILES	AHR act	proCasp3 act	MEP2 TOR yeast	proCasp7 act	RPL19A-GFP yeast	Yeast superoxide	JMJD2C inh	LAP4-GFP MLPCN
O=C(CCCOc1cccc(Br)c1)NC1CCC(O)CC1 (stereo not drawn)	6	-10	105	-1	103	110	1	96
CCCn1c(SCC(=O)c2c(N)n(C3CC3)c(=O)[nH]c2=O)nnc1-c1ccncc1	1	-4	94	-1	92	96	8	109
O=C(Nc1nnc(-c2ccccn2)o1)c1cccc(Br)c1	10	-1	84	0	100	106	8	90
CC(=O)c1ccc(NC(=O)c2cc(C)no2)cc1	-2	-3	104	2	103	98	1	104
CC(CNC(=O)CCS(=O)(=O)c1cc2c(cc1Cl)NC(=O)CO2)c1ccccc1 (stereo not drawn)	0	4	107	-1	100	94	0	98
CN(C)/C=C(\c1cnc(Cl)s1)S(=O)(=O)c1ccccc1	-1	2	88	4	97	94	1	85
COC(=O)c1ccc(S(=O)(=O)NCc2ccc(OC)cc2)n1C	0	8	109	0	101	94	7	104
N#Cc1sc2nc(-c3cccs3)cc(-c3ccc(Cl)cc3)c2c1N	5	0	102	-10	99	121	8	107
COc1cc(NC(=S)NC(=O)c2ccc(F)cc2)ccc1NC(=O)c1ccco1	26	5	100	4	95	82	1	86
CCn1ncc(C(=O)Nc2ccc(S(=O)(=O)N3CCCC3)cc2)c1C	-3	-4	105	-6	100	98	-10	98
CCCCCn1c(SCc2ccncc2)nc2cc(C(=O)NCc3ccco3)ccc2c1=O	3	6	98	-11	98	97	0	105
O=C(O)c1ccccc1-c1ccccc1C(=O)Nc1ccc(OC(F)(F)F)cc1	·	·	108	·	104	102	36	100
O=C(O)/C=C/c1cn(-c2ccccc2)nc1-c1cccs1	2	-9	106	-1	98	119	2	109
O=C(Nc1ccnn1C1CCN(Cc2ccc(CO)o2)CC1)c1ccc2c(c1)OCO2	1	9	96	8	104	99	-22	77
CCCNC(=O)c1ccc(-c2nc3ccccc3s2)s1	14	-18	100	-31	98	119	6	116
O=C(O)CN1CCCCC1	-3	9	97	4	98	99	-21	103
CCCCc1nc(NCCN)c(C#N)c2c1CSC(C)(C)C2	3	-1	97	9	92	84	-2	88
Cn1nc(C(C)(C)C)c([N+](=O)[O-])c1C(=O)N1CCOCC1	0	4	231*[may fluoresce violet]	-1	48*[may fluoresce violet]	112	15	70[may fluoresce violet]
COc1ccc(-n2c(SCC3OCCO3)nc3c(sc(=S)n3-c3ccccc3)c2=O)cc1OC	-1	7	94	1	95	96	8	101
COc1ccc(C=O)cc1CSc1ncccc1C(=O)O	6	0	109	-6	108	90	4	103
CCOc1cc(N2CCOCC2)c(OCC)cc1NC(=O)CN1CCC(Cc2ccccc2)CC1	4	-8	104	-12	103	111	13	93
CN1CCN(S(=O)(=O)c2ccc(NC(=O)Cc3ccc([N+](=O)[O-])cc3)cc2)CC1	-1	10	100	7	101	107	0	93
O=C1CCCC2=C1C1(CCCCC1)N=C(Nc1nc3ccccc3s1)N2	2	-4	95	-15	·	100	-1	94
Cc1ccc(NC(=O)C2COc3ccccc3O2)cc1C (stereo not drawn)	-4	-1	101	-7	103	98	-6	91
CC1CN(C(=O)Cn2cnc3c2c(=O)n(C)c(=O)n3C)CC(C)O1 (stereo not drawn)	-1	6	103	-1	100	109	-1	103
CCOC(=O)N1CCN(CCC(=O)Nc2cc(OC)ccc2OC)CC1	-2	5	106	-9	104	100	7	102
COc1ccc(C)cc1S(=O)(=O)N1CCCCCC1	3	-4	102	6	97	104	-6	104
Cc1ccc(S(=O)(=O)CC(=O)Nc2sc(C)c(C)c2C(N)=O)cc1	3	-3	107	-1	112	98	13	111
Cc1csc(NC(=O)CSc2nnc(C)s2)n1	2	9	95	13	93	99	-5	98
Cc1cc(NS(=O)(=O)c2ccc(N3C(=O)C4C5C=CC(C5)C4C3=O)cc2)nc(C)n1 (stereo not drawn)	0	1	100	5	94	93	5	92
O=C(CNC(=O)COc1ccccc1)NCCN1CCOCC1	-1	-6	98	2	94	94	·	100
CC(OC(=O)COc1ccccc1Cc1ccccc1)C(=O)N(C)c1ccccc1 (stereo not drawn)	0	16	101	14	98	102	0	110
CCc1ccc(CN(C)C(=O)c2ccc3c(=O)n4c(nc3c2)CCC4)cc1	2	1	104	11	118	104	19	73
O=C(CCl)Nc1cccc(CP(=O)(c2ccccc2)c2ccccc2)c1	-1	-1	106	6	99	97	9	107
COCc1nnc(NC(=O)c2cccc(NC(=O)C(C)C)c2)s1	5	0	96	-1	100	91	5	101
CCOc1ccc(-c2cc(C(=O)OC)[nH]n2)cc1	5	2	98	-5	106	97	14	103
